Compound activity as filed in PubChem BioAssay.
Abeta rescue = qHTS for compounds that reverse cellular toxicity of Amyloid beta (A-beta) peptide in yeast: Primary Screen; yeast expressing A-beta42, growth rescue, OD600, 48 h; response scale: 0% DMSO, 100% iron-clioquinol control; Potency, µM (highest dose often 46.1 µM), inactives show top-dose growth rescue, most hits filed as activators; actives 0.063% (n = 410,000); note: potency is the fitted concentration of half-maximal effect; nearly all actives have a fitted effect of over 55% in size
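Growth rescue measured by 600 nm absorbance after 48 h yeast culture at 30 C with compound. Values normalized between DMSO and an equimolar ferric chloride plus clioquinol control.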
aSyn rescue = qHTS of alpha-syn Inhibitors | actives 0.14% (n = 370,000) | Potency, µM (series often up to 46.1 µM), for inactives: at the highest dose growth rescue (activation), hits mostly activators | AID 652106, 2013 | Yeast expressing alpha-synuclein, growth rescue, BacTiter-Glo, 24 h; note: potency is the fitted concentration of half-maximal effect; % of control where 0% means no effect; nearly all actives have a fitted effect of over 65% in size
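Galactose-induced alpha-syn yeast (OD600=0.02, raffinose-pregrown) + pinned cpd, 24 hr, 30 deg C; growth by BacTiter-Glo luminescence. Growth restoration scores as activation.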
GLP-1R inv ag = qHTS of GLP-1 Receptor Inverse Agonists (Inhibition Mode); actives 1.6% (n = 410,000); Glucagon-like peptide 1 receptor (Homo sapiens), P43220; HEK293 GLP-1R CRE-luciferase, luminescence, 24 h; GLP-1R form is constitutively active; Potency, µM (highest dose often 38.3 µM), for the others: top-dose activity change, negative = inhibition, hits mostly inhibitors; note: potency is the fitted concentration of half-maximal effect; % is set by controls: 0 for no effect and ±100 for the full control effect; nearly all actives have a fitted effect of over 55% in size
Target sequence (P43220 whole entry, looked up): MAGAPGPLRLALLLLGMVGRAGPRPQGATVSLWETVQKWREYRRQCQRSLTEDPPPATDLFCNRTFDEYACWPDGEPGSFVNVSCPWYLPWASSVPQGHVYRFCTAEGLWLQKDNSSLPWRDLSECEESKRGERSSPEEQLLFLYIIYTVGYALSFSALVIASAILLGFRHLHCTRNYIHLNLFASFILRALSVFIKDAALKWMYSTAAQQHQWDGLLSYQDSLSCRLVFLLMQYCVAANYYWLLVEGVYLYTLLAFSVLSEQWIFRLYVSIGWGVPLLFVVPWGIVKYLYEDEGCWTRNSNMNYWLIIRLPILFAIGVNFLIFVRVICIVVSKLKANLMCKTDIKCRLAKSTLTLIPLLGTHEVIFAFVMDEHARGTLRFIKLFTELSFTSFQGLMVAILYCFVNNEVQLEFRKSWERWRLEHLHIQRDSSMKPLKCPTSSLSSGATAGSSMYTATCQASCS
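HEK293 cells stably co-expressing a cAMP-responsive luciferase reporter and constitutively active GLP-1R were seeded, incubated 12 h, then exposed to compounds for 24 h at 37 C. Luminescence was read 12 min after detection reagent; inverse agonists lower signal.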
TDP43 rescue = qHTS of TDP-43 Inhibitors; TDP-43 expressing yeast growth rescue, BacTiter-Glo, 24 h; Potency, µM (titrated, usually from 46.1 µM), for the others: top-dose growth rescue (activation), hits mostly activators; actives 1.8% (n = 410,000); AID 652104, 2013; note: potency is the fitted concentration of half-maximal effect; % of control where 0% means no effect; nearly all actives have a fitted effect of over 50% in size
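Galactose-induced TDP-43 yeast, OD600=0.02, compound pinned; 24 hr, 30 deg C; BacTiter-Glo luminescence for growth. Inhibitors of TDP-43 toxicity read as activators.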
MmCpn inh = Inhibitors of TCP-1 ring complex (TRiC) of Methanococcus maripaludis (MmCpn): qHTS; Chaperonin Mm-Cpn (Methanococcus maripaludis); AID 504842, 2011; purified Mm-Cpn ATPase, ADP Transcreener TR-FRET; actives 0.031% (n = 330,000); Potency, µM (top dose mostly 76.9 µM), inactives show at the top dose activity, negative = inhibition, actives largely listed as inhibitors; note: potency is the fitted concentration of half-maximal effect; % is set by controls: 0 for no effect and ±100 for the full control effect; nearly all actives have a fitted effect of over 80% in size
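ATPase turnover read by TR-FRET ADP competition (Eu cryptate antibody/ADP-d2, 665/590 nm): 10uM ATP final, 25nM Mm-CPN final, 30 min 37degC after 10-min compound preincubation, pH 7.4 Tris/KCl/MgCl2/DTT buffer.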
Akt phos inh = HTS Assay for Inhibitors of Akt Phophorylation: Primary Screen. AID 651550, 2012. actives 0.32% (n = 360,000). Neuro2A IGF-stimulated pAkt S473 HTRF, 20 min; stronger effect = lower value. activity change, % for hits at 50 µM; in the data active = activity change below about -80%; inconclusive = mostly about -51% to -80%; note: % is set by controls: 0 for no effect and ±100 for the full control effect
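Neuro2A cells in DMEM with 0.5% FBS, overnight at 37 deg C, given compound at single 50 µM final, then IGF (6 nM final) for 20 min at 37 deg C. Lysed; phospho-Akt Ser473 by HTRF after 24 h, 665/615 ratio.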
PTHR1 ag = qHTS for PTHR1 Agonists: Primary Screen; HEK293 GP2 PTHR1 cells, GloSensor cAMP luminescence, 1 h; Potency, µM (top dose mostly 115 µM), for the others: at the top dose activation, usual class: activators; actives 0.075% (n = 410,000); note: potency is the fitted concentration of half-maximal effect; nearly all actives have a fitted effect of over 55% in size; some results filed as inactive show a strong effect at the top dose; inactives centre near -15; many of its hits are not listed in these tables
Target sequence (Q03431 whole entry, looked up): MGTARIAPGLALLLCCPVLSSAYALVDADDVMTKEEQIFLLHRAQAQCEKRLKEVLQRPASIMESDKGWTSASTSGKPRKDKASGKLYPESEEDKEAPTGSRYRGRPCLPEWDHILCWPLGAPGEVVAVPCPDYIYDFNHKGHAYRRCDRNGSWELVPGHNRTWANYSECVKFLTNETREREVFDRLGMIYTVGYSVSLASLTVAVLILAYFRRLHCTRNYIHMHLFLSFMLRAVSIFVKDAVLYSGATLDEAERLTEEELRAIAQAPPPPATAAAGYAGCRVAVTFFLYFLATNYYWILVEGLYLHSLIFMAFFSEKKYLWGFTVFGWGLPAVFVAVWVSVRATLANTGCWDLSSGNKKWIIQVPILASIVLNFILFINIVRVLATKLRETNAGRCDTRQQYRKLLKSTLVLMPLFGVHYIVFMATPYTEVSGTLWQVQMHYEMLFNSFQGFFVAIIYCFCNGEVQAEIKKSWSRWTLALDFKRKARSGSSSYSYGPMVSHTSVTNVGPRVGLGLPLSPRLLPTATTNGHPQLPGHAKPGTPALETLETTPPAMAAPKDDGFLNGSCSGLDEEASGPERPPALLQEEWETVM
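HEK-293-derived GP2 cells expressing PTHR1 and a GloSensor cAMP reporter, 3,000/well, plated overnight, given luciferin plus IBMX (each 0.5 mM as added) for 1 h at 37 °C, then compound for 1 h at 37 °C. Luminescence was read after 15 min at room temperature.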
FUS suppressor = qHTS for Suppressors of FUS Proteinopathy: Primary screen using FUS-linked yeast assay; S. cerevisiae FUS-expressing, growth rescue, OD600, 24 h; AID 1347120, 2019; actives 0.24% (n = 390,000); Potency, µM (titrated, usually from 76.6 µM), for inactives: top-dose growth rescue (activation), hits mostly activators;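 note: potency is the fitted concentration of half-maximal effect; plate controls were DMSO vehicle for no effect and reference control for full effect; nearly all actives have a fitted effect of over 55% in size; some results filed as inactive show a strong effect at the top dose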
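Read-out: OD at 600 nm after 24hr at 30C, reporting rescue of FUS-induced yeast toxicity. Cells at OD 0.005 in galactose (2%) minimal medium; compounds tested in a dilution series; CP55940 titration from 92uM final as control.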
HEK293 tox = qHTS of GLP-1 Receptor Inverse Agonists: Cytotox Screen. actives 0.13% (n = 410,000). HEK293 cAMP-luciferase reporter cells, luminescence, 24 h. Potency, µM (top dose mostly 38.3 µM), for inactives: top-dose activity change, negative = inhibition, usual class: inhibitors;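 note: loss of luciferase light is scored as toxicity; potency is the fitted concentration of half-maximal effect; % is set by controls: 0 for no effect and ±100 for the full control effect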
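Seeding density was 200 cells/uL; after overnight-length (12 h) culture, 23 nL compounds went on for 24 h at 37 °C. Readout used a luciferase detection reagent, luminescence taken after 12 min at room temperature.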
Numbers without * were called inactive; i = inactive; ? = inconclusive; . = not tested or not shown; & = joins results of further samples; [ ] = remark or other dose. Unless noted, calls come from the whole dose curve; as a rule, active = well fitted curve in the direction sought with a large enough effect; inconclusive = small, poorly fitted or top-dose-only effect, or another doubt; inactive = no such curve, though single readings can be large; an effect the other way counts as inactive or inconclusive. A portion of the library; the hit share may differ from the screen's.

[1] Oc1c(C(c2cccs2)N2CCN(c3cccc(Cl)c3)CC2)sc2ncnn12 (configuration not stated)
[2] Cc1cc(C)cc(NS(=O)(=O)c2ccc(NC(=O)C3CCCCC3C(=O)O)cc2)c1 (configuration not stated)
[3] Cc1ccc(S(=O)(=O)N2CCN(C(=O)CSc3nccn3C)CC2)cc1
[4] Cc1cc(C)cc(C(=O)Nc2nnc(SCC(=O)N3CCCc4ccccc43)s2)c1
[5] CCCCN(C)CCNC(=O)c1ccc2c(c1)NC(=O)CN2
[6] Cn1cccc1/C=C1\SC(=S)N(NC(=O)c2ccccc2)C1=O
[7] CCOC(=O)/C(C#N)=N/Nc1ccc(S(=O)(=O)N2CCc3ccccc32)cc1
[8] Cc1ccccc1OCC1Cc2c(nc(N)c(C#N)c2N)O1 (configuration not stated)
[9] Cc1cc(NC(=O)C2CCCCC2)ccc1NC(=O)c1ccccc1Cl
[10] O=C(NNC(=O)C1CCC1)c1cccc(Cl)c1

compound no.	1	2	3	4	5	6	7	8	9	10
Abeta rescue	0%	-7%	-13%	22%	-25%	-11%	22%	-2%	8%	10%
aSyn rescue	5%	0%	-4%	0%	.	2%	-2%	16%	1%	9%
GLP-1R inv ag	?	5%	3%	-33%	-4%	-14%	-14%	69%[activator]	-17%	18%
TDP43 rescue	14%	3%	-14%	23%	18%	?	16%	-4%	12%	11%
MmCpn inh	1%	0%	0%	-5%	.	-2%	-10%	-2%	2%	2%
Akt phos inh	i	i	i	i	.	i	i	i	i	i
PTHR1 ag	-18%	i	i	-9%	-22%	-28%	-35%	i	i	-24%
FUS suppressor	27%	38%	14%	19%	-22%	15%	.	8%	-16%	-26%
HEK293 tox	-5%	4%	0%	-5%	1%	-26%	?	-11%	-15%	7%

[11] Cc1ccc(C(=O)CCC(=O)NC2CCCC(C)C2C)cc1 (configuration not stated)
[12] O=C(CSc1ccccc1)NCc1ccccc1
[13] CC(C)(C)n1nc2c(c1NC(=O)Cc1ccc(F)cc1)CSC2
[14] Cc1c(C(=O)NCc2ccco2)oc2c(Cl)cccc12
[15] Cc1ccc(NC(=O)C2CC2c2ccccc2)c([N+](=O)[O-])c1 (configuration not stated)
[16] Cc1ccc(NC(=O)NCc2ccc3c(c2)OCO3)cc1
[17] CCCOc1ccc(C2=CC(=O)C[C@H](c3ccc(OC)cc3)C2)cc1
[18] CC(=O)N(Cc1ccccc1)Cc1nc2sc(C)c(C)c2c(=O)[nH]1
[19] O=C(NC1CCCC1)C1C(c2ccc(C(F)(F)F)cc2)=Nc2ccccc2N1C(=O)c1ccco1 (configuration not stated)
[20] C/C(N)=C(/C#N)C(=O)CSc1nnc(Nc2c(C)cccc2C)s1

compound no.	11	12	13	14	15	16	17	18	19	20
Abeta rescue	7%	14%	14%	0%	?	-5%	18%	4%	-25%	?
aSyn rescue	2%	0%	2%	7%	-18%	0%	6%	11%	1%	3%&-8%
GLP-1R inv ag	?	14%	?	16%	-23%	0%	?	9%	?	-8%&-9%
TDP43 rescue	9%	0%	29%	0%	.	-7%	24%	8%	-5%	2%&10%
MmCpn inh	-8%	2%	-5%	-6%	0%	1%	0%	-5%	.	0%
Akt phos inh	i	i	i	i	i	i	i	i	i	i
PTHR1 ag	i	i	-26%	-31%[inhibitor]	-44%[inhibitor]	i	-4%	-8%	-59%[inhibitor]	-1%[57.5 µM]
FUS suppressor	11%	10%	37%	-28%	30%	-3%	5%	4%	41%	24%&14%
HEK293 tox	-10%	0%	-13%	-7%	-7%	-1%	7%	3%	29%	0%&-1%

5 entries drawn at random from those above:
[13] CC(C)(C)n1nc2c(c1NC(=O)Cc1ccc(F)cc1)CSC2
[12] O=C(CSc1ccccc1)NCc1ccccc1
[16] Cc1ccc(NC(=O)NCc2ccc3c(c2)OCO3)cc1
[11] Cc1ccc(C(=O)CCC(=O)NC2CCCC(C)C2C)cc1 (configuration not stated)
[20] C/C(N)=C(/C#N)C(=O)CSc1nnc(Nc2c(C)cccc2C)s1

compound no.	13	12	16	11	20
Abeta rescue	14%	14%	-5%	7%	?
aSyn rescue	2%	0%	0%	2%	3%&-8%
GLP-1R inv ag	?	14%	0%	?	-8%&-9%
TDP43 rescue	29%	0%	-7%	9%	2%&10%
MmCpn inh	-5%	2%	1%	-8%	0%
Akt phos inh	i	i	i	i	i
PTHR1 ag	-26%	i	i	i	-1%[57.5 µM]
FUS suppressor	37%	10%	-3%	11%	24%&14%
HEK293 tox	-13%	0%	-1%	-10%	0%&-1%

Next part.
[21] CCOC(=O)C1CCCN(Cc2cn[nH]c2-c2ccc(F)cc2F)C1 (configuration not stated)
[22] CCN(CC)C(=O)c1cn(-c2ccccc2)nc1-c1ccc2c(c1)OCCO2
[23] CCC(C)Sc1nnc(NC(=O)C2CCN(C(=O)c3ccco3)CC2)s1 (configuration not stated)
[24] CCOC(=O)C1=C(C)NC(C)=C(C(=O)OCC)C1c1ccccn1
[25] CC(Sc1ccc(Cl)cc1)C(=O)NNC(=O)c1ccncc1 (configuration not stated)
[26] O=C(Nc1ccc2snnc2c1)N1CCSCC1
[27] CCCCOCCCNC(=O)C[C@@H]1C[C@@]2(C(=O)OC)CC(C)(C)CC=C2N(Cc2ccco2)C1=O
[28] CCn1c(CNc2ccc(OC)cc2)nnc1SCC(=O)Nc1ccc(F)cc1
[29] O=C(CCC1N=C2c3ccccc3N=C(SCc3cccc(F)c3)N2C1=O)NCc1cccs1 (configuration not stated)
[30] O=S(=O)(NCC(c1ccco1)S(=O)(=O)c1cccs1)c1ccc(F)c(C(F)(F)F)c1 (configuration not stated)

compound no.	21	22	23	24	25	26	27	28	29	30
Abeta rescue	-4%	-12%	-8%	-8%&7%	16%	11%	10%	4%	10%	-22%
aSyn rescue	-5%	-5%	-4%	-1%&-1%	1%	-13%	0%	-9%	.	.
GLP-1R inv ag	-9%	-27%	?	?	10%	48%[activator]	-18%	7%	?	?
TDP43 rescue	4%	-14%	-5%	17%&-1%	18%	8%	10%	1%	?	0.89µM*
MmCpn inh	2%	0%	2%	1%	-1%	1%	.	0%	.	.
Akt phos inh	i	i	i	i	i	i	i	i	.	.
PTHR1 ag	0%	i	8%	i	-13%	i	-13%	.	-12%	-30%[inhibitor]
FUS suppressor	1%	29%	22%	-6%&4%	27%	10%	42%	21%	39%	10%
HEK293 tox	6%	10%	6%	7%&-13%	-18%	-11%	-1%	8%	5%	-4%

[31] CC1CN(C(C)C)C(=S)NC1=O (configuration not stated)
[32] CCOC(=O)Cn1c(=O)c2c(nc(Br)n2Cc2ccccc2Cl)n(C)c1=O
[33] COc1ccc(CC(=O)N2CCCC(C)C2)cc1 (configuration not stated)
[34] COc1cccc(CNC(=O)CC(c2ccc(F)cc2)N2Cc3ccccc3C2=O)c1 (configuration not stated)
[35] O=C(OCC(=O)N1CCN(C(=O)c2ccco2)CC1)c1cc(=O)c2ccccc2o1
[36] O=C(NCc1ccccc1)C1COc2ccccc2O1 (configuration not stated)
[37] COC(=O)c1ccc(C(C(=O)NC2CCCCC2)N(Cc2ccccc2)C(=O)Cc2cccs2)cc1 (configuration not stated)
[38] CN(C)C(=O)N1CCCC(C(=O)NCc2ccc(F)cc2Cl)C1 (configuration not stated)
[39] O=C(/C=C/c1cccs1)Nc1cccc(NC(=O)/C=C/c2cccs2)n1
[40] CCN(CC)S(=O)(=O)c1ccc(OC(C)C)c(N)c1

compound no.	31	32	33	34	35	36	37	38	39	40
Abeta rescue	-4%	-11%	-3%	-4%	2%	?	3%	12%	8%	11%
aSyn rescue	-5%	-12%	-18%	.	-4%	-9%	-12%	0%	-8%	10%
GLP-1R inv ag	-2%	-15%	-3%	?	2%	4%	2%	-10%	4µM*	0%
TDP43 rescue	14%	-16%	3%	-10%	-2%	?	16%	-11%	7.9µM*	15%
MmCpn inh	.	-16%	-1%	.	0%	-3%	2%	-1%	-14%	1%
Akt phos inh	i	i	i	.	i	i	i	i	i	i
PTHR1 ag	i	-74%[inhibitor][57.5 µM]	i	-27%	i	-3%[57.5 µM]	i	-1%[57.5 µM]	-23%	-2%
FUS suppressor	.	7%	9%	4%	16%	-5%	.	-1%	10%	-25%
HEK293 tox	-1%	16%	2%	-3%	-13%	-10%	-4%	-4%	?	-10%
